Screening results: PubChem BioAssay, several laboratories
TRPC6 inh – blocks the mouse TRPC6 cation channel; HEK293-TRPC6, membrane potential dye, ACh-evoked depolarization; stronger effect = lower value; B-score at 10 µM; 1.1% of 310,000 active;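 active = B-score under library mean minus 3 SD, initial fluorescence not abnormally high, positive integrated signal ratio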;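 note: B-score derived from integrated fluorescence ratio over the kinetic read; more negative B-score means stronger inhibition of depolarization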
Target sequence (Q61143 whole entry, looked up): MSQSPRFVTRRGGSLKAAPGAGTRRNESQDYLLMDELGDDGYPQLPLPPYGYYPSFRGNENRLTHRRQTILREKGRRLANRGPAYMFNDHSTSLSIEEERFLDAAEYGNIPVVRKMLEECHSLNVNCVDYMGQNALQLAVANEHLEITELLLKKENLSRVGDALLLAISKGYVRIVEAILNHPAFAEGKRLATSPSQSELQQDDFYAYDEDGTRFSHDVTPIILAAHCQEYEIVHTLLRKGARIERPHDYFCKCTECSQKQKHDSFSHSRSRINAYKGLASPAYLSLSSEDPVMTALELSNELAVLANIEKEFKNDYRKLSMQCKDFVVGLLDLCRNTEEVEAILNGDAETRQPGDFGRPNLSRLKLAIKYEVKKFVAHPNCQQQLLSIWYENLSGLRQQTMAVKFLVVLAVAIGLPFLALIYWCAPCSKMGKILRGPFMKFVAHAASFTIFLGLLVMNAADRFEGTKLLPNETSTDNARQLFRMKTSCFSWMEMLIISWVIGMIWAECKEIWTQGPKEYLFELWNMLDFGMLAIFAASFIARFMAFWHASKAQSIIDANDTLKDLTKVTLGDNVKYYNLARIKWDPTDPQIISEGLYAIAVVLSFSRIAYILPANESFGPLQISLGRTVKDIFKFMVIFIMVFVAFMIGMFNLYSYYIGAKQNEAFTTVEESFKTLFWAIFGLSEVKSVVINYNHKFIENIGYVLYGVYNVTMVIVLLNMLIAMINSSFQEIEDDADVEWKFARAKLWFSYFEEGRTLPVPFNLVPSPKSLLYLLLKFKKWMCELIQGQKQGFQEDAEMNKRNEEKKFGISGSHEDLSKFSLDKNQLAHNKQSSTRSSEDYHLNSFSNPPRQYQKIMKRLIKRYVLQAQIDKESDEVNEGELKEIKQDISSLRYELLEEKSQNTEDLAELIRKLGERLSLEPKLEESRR
IEC-6 cytotox – counter-screen for KLF5 inhibitors: cytotoxicity in IEC-6 cells; IEC-6 cytotoxicity, luminescence viability; inhibition, % at 5 µM; 0.78% of 290,000 active; in the data active = inhibition above about 22%;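 note: 0% = plate median of test compound wells and 100% = cytotoxic reference compound wells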
KLF5 inhibitor – suppresses KLF5 promoter-driven expression. DLD-1 KLF5 promoter-luciferase reporter, luminescence. inhibition, % at 5 µM. 0.23% of 290,000 active;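 active = inhibition above a per-plate limit of that plate's mean compound inhibition plus 3 SD, cut at about 60% in these data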;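 note: 0% = DMSO wells and 100% = LY294002 at 200 µM; higher means less KLF5 promoter-driven luciferase light; inactives centre near -14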
TRPC6 activator – activates the mouse TRPC6 cation channel | Q61143 | HEK293-TRPC6 membrane potential dye fluorescence; stronger effect = higher value | B-score at 10 µM | 0.13% of 310,000 active | AID 2550;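 active = B-score of the integrated fluorescence ratio above library mean plus 3 SD, and starting fluorescence ratio within library mean plus 5 SD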;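 note: higher score means more depolarization so channel activation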
MrgX1 antagonist – human MrgX1 receptor antagonism, primary screen | Q96LB2 | MRGX1-HEK293 calcium flux, Fluo-4, BAM8-22 antagonism; stronger effect = lower value | B-score at 10 µM | 1.3% of 310,000 active;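 active = calcium-response B-score plate-corrected more than 3 library SD below zero, starting fluorescence within 5 deviations, no agonist response on first addition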;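 note: peak minus trough fluorescence over baseline after final BAM8-22 challenge near maximal dose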
TRPC4 agonist – activators of mouse TRPC4 channel; HEK293 TRPC4beta/mu-opioid, Fluo4 calcium fluorescence; stronger effect = higher value; B-score at 10 µM; 0.49% of 310,000 active; AID 2237;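 active = B-score above 5 SD of library B-scores, and initial fluorescence ratio not above library mean plus 5 SD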;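 note: positive B-score marks a calcium rise read as TRPC4 activation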
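Technique: kinetic Fluo4 calcium fluorescence; Test system: TRPC4beta and mu-opioid receptor HEK293 stable cells; Measure: B-scored integrated calcium fluorescence ratio; Benchmarks: low control buffer alone, high control maximal DAMGO; Schedule: 45 min room-temperature Fluo4 loading, 110 s read.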
HIF activator – HIF pathway transcriptional activation | 0.32% of 300,000 active | U2OS HRE-luciferase reporter, luminescence; normalized: DMSO 0%, desferrioxamine 100% | AID 1910 | activation, % at 7.5 µM (by protocol);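 active = mean activation of at least 10% of the iron chelator positive control signal, with at least half of replicates also reaching 10%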
TRPC4 PAM – TRPC4 (mouse) allosteric potentiation | Q9QUQ5 | 0.42% of 310,000 active | B-score at 10 µM | HEK293 TRPC4beta/mu-opioid, DAMGO EC20, Fluo-4 Ca2+ flux; stronger effect = higher value;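 active = B-score of calcium response area above 5 SD of library B-scores, with initial fluorescence ratio within 5 SD of library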;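 note: B-score of integrated fluorescence ratio over time as area under calcium response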
aSyn UTR inh – MLPCN primary screen, SNCA 5' untranslated region; alpha-synuclein 5'UTR reporter, inhibitor activity; inhibition, % (tested at 7.5 µM); 0.82% of 300,000 active; AID 1813; in the data active = inhibition above about 60%;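 note: H4 neuroglioblastoma cells stably carrying SNCA 5'UTR luciferase fusion; 0% = DMSO wells and 100% = positive control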
SKKanGAS inh – blocks kanamycin growth of S. pyogenes SKKanGAS strain | inhibition, % at 7.5 µM | 1.3% of 300,000 active | BacTiter-Glo, 6 h;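 active = mean replicate score, as percent of positive control median, at least 50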;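 note: strain carries kanamycin resistance gene driven by streptokinase promoter and grows in 40 µg/ml kanamycin; loss of luminescence reflects streptokinase promoter inhibition or plain growth inhibition; 0% = median of DMSO wells and 100% = positive control at its reference dose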
TRPC4 inh – TRPC4 (mouse) channel inhibition | AID 2247 | HEK293 TRPC4beta/mu-opioid, DAMGO-evoked Fluo4 calcium flux; stronger effect = lower value | Q9QUQ5 | 0.39% of 300,000 active | B-score at 10 µM;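 active = B-score over 3 SD under the library average, no early fluorescence shift, positive overall ratio signal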
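Material: HEK293 cells with stable TRPC4beta plus mu-opioid receptor expression / Probe or stimulus: DAMGO in two steps, submaximal then maximal / Compound: single concentration per test compound / Technique: kinetic Fluo4 fluorescence imaging of calcium influx / Read-out: per-well B score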
Active calls of the source: *; i = inactive; . = no result given.

Second line of a record: TRPC6 activator | IEC-6 cytotox | MrgX1 antagonist | TRPC4 agonist | TRPC4 PAM | aSyn UTR inh | TRPC6 inh | KLF5 inhibitor | HIF activator | TRPC4 inh | SKKanGAS inh
[1] O=C(Nc1nc2n(n1)C(c1ccc(F)cc1)CC(c1ccccc1)N2)c1ccco1 (stereo unspecified)
 : i | 2 | i | i | i | 1 | i | 2 | -0.8 | i | -4
[2] N#CC1=C(N)OC2=C(C(=O)CCC2)C1c1cc2c(cc1Cl)OCO2 (stereo unspecified)
 : i | -3 | i | i | i | -3 | i | -29 | -0.5 | i | -1
[3] CCOC(=O)c1cc(-c2csc(COc3ccccc3)n2)on1
 : i | -1 | i | i | i | -7 | i | 2 | -0.1 | i | 2
[4] Cc1ccc(/C=C/C(=O)Nc2cccnc2)o1
 : i | 5 | -7.1* | i | i | -33 | i | -6 | . | i | -4
[5] O=C(CN1CCCCCC1)Nc1ccccc1C(=O)Nc1ccccc1
 : i | . | i | i | i | 14 | i | . | -3.6 | i | -2
[6] COc1cccc(NC(=O)C(=O)c2cn(CC(=O)N3CCOCC3)c3ccccc23)c1
 : i | 11 | i | i | i | -78 | i | -37 | 2.6 | i | -9
[7] CCOc1ccc(CN2CCN(C(=O)c3cccc(F)c3)CC2)cc1
 : i | 6 | i | i | i | -3 | i | -20 | -0.1 | i | 0
[8] O=C(CC1Sc2ccccc2NC1=O)Nc1cccnc1 (stereo unspecified)
 : i | 2 | i | i | i | -27 | i | -11 | -0.4 | i | -13
[9] COc1ccccc1N1CCN(C(=O)C2CCC(Cn3c(=S)[nH]c4ccccc4c3=O)CC2)CC1 (stereo unspecified)
 : i | 3 | i | i | i | 4 | i | -29 | -0.4 | i | 22
[10] CCN1CCN(C(CNS(=O)(=O)c2cccs2)c2cccnc2)CC1 (stereo unspecified)
 : i | -1 | i | i | i | 3 | i | -22 | -0.2 | i | -1
[11] Cc1ccc(OCCOCCNC(C)(C)C)c([N+](=O)[O-])c1
 : i | 7 | i | i | i | 6 | i | 6 | -0.3 | i | -5
[12] CCc1ccc(-c2cc(C)no2)cc1S(=O)(=O)NCc1ccco1
 : i | -8 | i | i | i | -8 | i | -25 | 0.3 | i | -5
[13] COc1ccccc1CNC(=O)COC(=O)c1ccc(C)c(S(=O)(=O)N2CCCCC2)c1
 : i | 0 | i | i | i | 4 | i | -29 | -0.3 | i | -6
[14] Cc1nnsc1S(=O)c1ccc(Cl)cc1 (stereo unspecified)
 : i | -9 | i | i | i | -99 | i | -20 | -1.0 | i | 2
[15] Cc1nc2ccc(S(=O)(=O)NC(C(=O)Nc3nc4ccc(Cl)cc4s3)C(C)C)cc2s1 (stereo unspecified)
 : i | -4 | i | i | i | 14 | i | -18 | . | i | 1
[16] Cc1ccc(CNC(=O)CN(C)S(=O)(=O)c2cccs2)cc1
 : i | -4 | i | i | i | -20 | i | 10 | -0.1 | i | -5
[17] O=C(O)CC(NC(=O)C12CC3CC(CC(C3)C1)C2)c1cccc(Cl)c1 (stereo unspecified)
 : i | 1 | i | i | i | 7 | i | -8 | 1.0 | i | 2
[18] Cc1cc(CN(C)C(=O)CC2C(=O)NCCN2Cc2c(F)cccc2Cl)n[nH]1 (stereo unspecified)
 : i | -8 | i | i | i | -7 | i | 4 | -0.2 | i | -1
[19] CSCCC(NC(=O)c1cccc(C)c1)C(=O)OCC(=O)Nc1c(C)nn(-c2ccccc2)c1C (stereo unspecified)
 : i | . | i | i | i | 14 | i | . | -0.2 | i | -7
[20] CC(=O)N1CCN(c2ccc(NCc3ccc(C)cc3)cc2)CC1
 : i | -4 | i | i | i | -3 | i | -9 | 0.6 | i | 7
[21] CCOc1ccc(CCNC(=O)CSc2cc(=O)n(C)c3cc(Cl)ccc23)cc1OCC
 : i | -4 | i | i | i | -41 | i | 5 | 1.5 | i | 5
[22] Cc1ccccc1CN1CCNC(=O)C1CC(=O)O (stereo unspecified)
 : i | 2 | i | i | i | -7 | i | 4 | -0.2 | i | 1
[23] O=C(CN1CCN(Cc2ccccc2F)C1=O)NCc1ccco1
 : i | 0 | i | i | i | -4 | i | -1 | -0.4 | i | -1
[24] CCN(CC(=O)Nc1c(F)cccc1F)C(=O)c1cc([N+](=O)[O-])ccc1N1CCCCC1
 : i | . | i | i | i | 58 | i | . | -0.1 | i | 0
[25] CCn1cc(C(=O)OCc2cccc(Br)c2)c(=O)c2ccc(C)nc21
 : i | 3 | i | i | i | -15 | i | -13 | -0.2 | i | -45
[26] COc1cccc(CNc2nc3ccccc3n2C)c1O
 : i | 6 | i | i | i | -94 | -5.7* | -98 | 1.3 | i | -5
[27] CC/C(=N\Nc1ccc([N+](=O)[O-])cc1)c1ccccc1
 : i | 4 | i | i | i | -4 | i | 6 | -0.1 | i | 2
[28] CC(C)OCCCNc1ncnc2c1cnn2-c1ccccc1
 : i | -1 | i | i | i | -27 | i | -108 | 0.4 | i | 8
[29] CCN(CC)CCCN(Cc1cc2cc3c(cc2[nH]c1=O)OCO3)C(=S)NCc1ccco1
 : i | -8 | i | i | i | -40 | i | -7 | -0.1 | i | -7
[30] Cc1ccc(-n2ncc3c(SCc4cccnc4)ncnc32)c(C)c1
 : i | 6 | . | i | i | 2 | i | -58 | 1.6 | i | 2

Molecules from the list above that contain an aryl thioether with sulfur outside any ring (2):
Second line of a record: TRPC6 activator | IEC-6 cytotox | MrgX1 antagonist | TRPC4 agonist | TRPC4 PAM | aSyn UTR inh | TRPC6 inh | KLF5 inhibitor | HIF activator | TRPC4 inh | SKKanGAS inh
[21] CCOc1ccc(CCNC(=O)CSc2cc(=O)n(C)c3cc(Cl)ccc23)cc1OCC
 : i | -4 | i | i | i | -41 | i | 5 | 1.5 | i | 5
[30] Cc1ccc(-n2ncc3c(SCc4cccnc4)ncnc32)c(C)c1
 : i | 6 | . | i | i | 2 | i | -58 | 1.6 | i | 2

Next records follow:
Second line of a record: TRPC6 activator | IEC-6 cytotox | MrgX1 antagonist | TRPC4 agonist | TRPC4 PAM | aSyn UTR inh | TRPC6 inh | KLF5 inhibitor | HIF activator | TRPC4 inh | SKKanGAS inh
[31] CCc1cccc(NC(=S)N2CCC(c3ccccc3)C2)c1 (stereo unspecified)
 : i | -9 | i | i | i | -88 | i | -55 | 2.7 | i | 9
[32] COc1ccc(NC(=O)CSc2nnc(-c3ccccc3)n2Cc2ccco2)cc1OC
 : i | 0 | i | i | i | 9 | i | -25 | 0.2 | i | 3
[33] C/C(=N\Nc1nc2ccccc2[nH]1)c1ccc(C)o1
 : i | 8 | i | i | i | -237 | -6* | 10 | 2.0 | i | 4
[34] Cc1ccc2nc(-c3ccccn3)oc2c1
 : i | 4 | i | i | i | -21 | i | -89 | 1.3 | i | 8
[35] O=C1NC(c2ccccc2)=N/C1=C/c1ccco1
 : i | -1 | i | i | i | -270 | i | -1 | 2.4 | i | 5
[36] COC(=O)c1ccc(-c2ccc(F)cc2)nc1C
 : i | 2 | i | i | i | -192 | i | -28 | 5.3 | i | 1
[37] COc1ccccc1NC(=S)N1CCN(c2ccccc2F)CC1
 : i | -4 | i | i | i | -6 | i | -26 | -27 | i | 12

Grouped by structure: the entries above with an aryl methoxy group (six)
Second line of a record: TRPC6 activator | IEC-6 cytotox | MrgX1 antagonist | TRPC4 agonist | TRPC4 PAM | aSyn UTR inh | TRPC6 inh | KLF5 inhibitor | HIF activator | TRPC4 inh | SKKanGAS inh
[6] COc1cccc(NC(=O)C(=O)c2cn(CC(=O)N3CCOCC3)c3ccccc23)c1
 : i | 11 | i | i | i | -78 | i | -37 | 2.6 | i | -9
[9] COc1ccccc1N1CCN(C(=O)C2CCC(Cn3c(=S)[nH]c4ccccc4c3=O)CC2)CC1 (stereo unspecified)
 : i | 3 | i | i | i | 4 | i | -29 | -0.4 | i | 22
[13] COc1ccccc1CNC(=O)COC(=O)c1ccc(C)c(S(=O)(=O)N2CCCCC2)c1
 : i | 0 | i | i | i | 4 | i | -29 | -0.3 | i | -6
[26] COc1cccc(CNc2nc3ccccc3n2C)c1O
 : i | 6 | i | i | i | -94 | -5.7* | -98 | 1.3 | i | -5
[32] COc1ccc(NC(=O)CSc2nnc(-c3ccccc3)n2Cc2ccco2)cc1OC
 : i | 0 | i | i | i | 9 | i | -25 | 0.2 | i | 3
[37] COc1ccccc1NC(=S)N1CCN(c2ccccc2F)CC1
 : i | -4 | i | i | i | -6 | i | -26 | -27 | i | 12
